Assay outcomes as filed in PubChem BioAssay.
Gli-Sufu antag = Gli-Sufu pathway antagonists, primary screen, luciferase luminescence, Sufu-KO-LIGHT cells, uHTS; Sufu-KO-LIGHT fibroblasts, Gli luciferase reporter luminescence; inhibition, % at 5 µM; actives 0.74% (n = 340,000);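 active = inhibition above about 55%, limit read from the data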;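 note: 0% = DMSO-treated cells and 100% = wells with medium but no cells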
697 NFkB inh = inhibitors of PMA/ionomycin-induced NF-kB reporter, 697 cells, primary screen, B-cell NF-kB inhibitor project, cell-based, luminescence, uHTS. 697 B-cell NF-kB luciferase reporter, 16 h. inhibition, % at 4 µM. actives 0.33% (n = 330,000); in the data active = inhibition above about 35%
EBI2 block = EBI2 receptor antagonists, beta-arrestin recruitment, primary screen, cell-based, luminescence, 7a,25-OHC stimulation, uHTS; G-protein coupled receptor 183 (Homo sapiens), P32249; 7a,25-OHC stimulated; inhibition, % at 5 µM; actives 0.81% (n = 360,000); AID 651636, 2012; in the data active = inhibition above about 38%;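 note: enzyme fragment complementation signal reports receptor beta-arrestin coupling in cells; 0% = agonist plus DMSO wells and 100% = wells without agonist; some results beyond the cut were filed as inactive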
Target sequence (P32249 whole entry, looked up, the tested form may be a part): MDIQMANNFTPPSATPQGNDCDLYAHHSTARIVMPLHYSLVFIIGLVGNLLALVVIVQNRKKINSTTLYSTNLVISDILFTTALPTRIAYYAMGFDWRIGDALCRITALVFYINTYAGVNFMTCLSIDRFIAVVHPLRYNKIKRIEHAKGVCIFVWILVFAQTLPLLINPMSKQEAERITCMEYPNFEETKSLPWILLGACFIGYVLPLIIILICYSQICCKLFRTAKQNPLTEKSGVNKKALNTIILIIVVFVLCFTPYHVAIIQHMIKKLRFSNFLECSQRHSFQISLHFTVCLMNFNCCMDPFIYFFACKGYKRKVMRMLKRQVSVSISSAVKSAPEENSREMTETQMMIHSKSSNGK
Jurkat NFkB inh = inhibitors of induced NF-kB luciferase reporter, primary screen, TCR NF-kB activation inhibitor project, cell-based, luminescence, uHTS; Jurkat, PMA/ionomycin-induced NF-kB luciferase reporter; inhibition, % at 4 µM; actives 0.53% (n = 330,000); in the data active = inhibition above about 50%
UBC13 polyUb = UBC13 polyubiquitin chain formation inhibitors, primary screen, biochemical, TR-FRET, uHTS; inhibition, % at 20 µM; actives 0.47% (n = 330,000); AID 485273, 2010; in the data active = inhibition above about 45%, passing the limit was not always enough
Target sequence (P61088 whole entry, looked up): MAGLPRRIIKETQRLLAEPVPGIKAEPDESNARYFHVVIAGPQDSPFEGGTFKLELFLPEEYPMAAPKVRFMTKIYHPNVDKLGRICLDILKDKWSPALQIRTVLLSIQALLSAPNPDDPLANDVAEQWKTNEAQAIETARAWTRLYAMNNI
APJ antagonist = antagonists of human apelin receptor APJ, primary screen, CHO-K1 cells, beta-arrestin complementation, luminescence; P35414; inhibition, % at 20 µM; actives 0.32% (n = 330,000); AID 2521, 2010;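 active = inhibition above about 40% at 20 µM, limit read from the data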;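 note: cells challenged with 10 nM apelin-13 agonist together with compound; plate controls were apelin-13 plus DMSO wells for no effect and DMSO wells lacking apelin-13 for full effect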
Target sequence (P35414 whole entry, looked up): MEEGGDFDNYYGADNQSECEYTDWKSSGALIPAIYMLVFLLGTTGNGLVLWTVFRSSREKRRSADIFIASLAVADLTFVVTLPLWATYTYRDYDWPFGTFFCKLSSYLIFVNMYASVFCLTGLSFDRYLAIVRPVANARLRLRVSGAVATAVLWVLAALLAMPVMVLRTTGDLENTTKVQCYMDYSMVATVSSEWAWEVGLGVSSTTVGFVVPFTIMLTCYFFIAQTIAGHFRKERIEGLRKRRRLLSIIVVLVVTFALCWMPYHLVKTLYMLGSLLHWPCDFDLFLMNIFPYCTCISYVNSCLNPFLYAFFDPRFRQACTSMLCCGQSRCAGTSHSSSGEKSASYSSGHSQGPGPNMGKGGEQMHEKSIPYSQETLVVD
CCR6 antag = CCR6 receptor antagonists, primary screen, cell-based, CHO-K1, luminescence, beta-arrestin, uHTS; AID 493098, 2011; actives 0.49% (n = 340,000); CHO-K1 CCR6 PathHunter beta-arrestin, CCL20-stimulated; inhibition, % at 20 µM;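 active = compounds whose inhibition of the agonist-driven luminescence signal at 20 µM reaches about 50%, limit read from the data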;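 note: cells stimulated with CCL20 at 14 nM final; plate controls were DMSO with CCL20 for no effect and DMSO without agonist for full effect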
CXCR6 inh = CXCR6 receptor inhibitors, primary screen, cell-based, beta-arrestin, luminescence, CHO-K1 PathHunter, 1536-well; inhibition, % at 20 µM; actives 0.36% (n = 360,000); C-X-C chemokine receptor type 6 (Homo sapiens), O00574; in the data active = inhibition above about 34%, passing the limit was not always enough;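 note: antagonist mode with CXCL16 agonist at 10 nM final; 0% = 10 nM CXCL16 with DMSO and 100% = unstimulated wells without agonist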
Active calls of the source: *; nt = no result given.

Values run as follows: Gli-Sufu antag, 697 NFkB inh, EBI2 block, Jurkat NFkB inh, UBC13 polyUb, APJ antagonist, CCR6 antag, CXCR6 inh
CC(=O)NC(Cc1ccc(F)cc1)C(=O)NC1CCN(C(=O)Nc2ccccc2C)CC1 (stereo unspecified)
  -10.2, 17.3, 14.7, -1.3, 2.6, -5.3, 18.1, 0.6
COc1ccc(N(CC(O)Cn2c(C)nc3ccccc32)S(=O)(=O)c2ccc(C)cc2)cc1 (stereo unspecified)
  47.6, 1.5, 3.1, -5.9, 9.2, -3.4, -3.5, -5.1
CCOC(=O)N1CCN(C(=O)C2CC(c3ccccc3OC)=NO2)CC1 (stereo unspecified)
  1.9, 11.7, -6.2, -1.9, 6.9, 15.6, -14.8, 1.7
CC(C)(C)NC(=O)COc1coc(CN2CCN(C(=O)c3ccco3)CC2)cc1=O
  -5.8, 15.9, -13.3, 14.8, 4.4, 2.4, 3.6, -13.7
CC(C)(C)NCc1cc(Br)ccc1OCc1cccs1
  13.1, -8.6, 2.5, 14.7, 66.0*, 3.3, 0.8, -2.7
CCN1CCN(c2cc(C)c3cc(NC(=S)N4CCCC4)ccc3n2)CC1
  12.2, -20.1, -0.6, -18.3, -3.1, -14.3, 20.5, 2.2
CCO[C@@H]1OC(C(=O)NC2CC2)=C[C@H](c2c[nH]c3ccccc23)[C@H]1CCCO
  -1.2, 0.5, 0.6, -2.4, 3.9, -91.1, 8.8, 8.3
NS(=O)(=O)c1cccc(NC(=O)CSc2nc3ccccc3c(=O)n2CC2CCCO2)c1 (stereo unspecified)
  -7.9, 24.8, -10.9, 14.9, 8.3, 23.6, 18.1, 3.9
CN(Cc1ccccc1)C(=O)c1cccc(NC(=O)Cc2ccc(NC(=O)C3CCCN(C(=O)C4CC4)C3)cc2)c1 (stereo unspecified)
  2.5, nt, -1.8, nt, nt, nt, -25.6, -4.1
COc1cc(/C=C/c2noc(-c3ccccc3O)n2)ccc1OC(C)=O
  -39.0, -96.1, 18.9, -116.9, 2.2, 9.5, -0.7, 3.5
Cc1cc(Cl)ccc1OCC(=O)OCC(=O)N(CC(C)C)c1c(N)n(Cc2ccccc2)c(=O)[nH]c1=O
  -5.4, 13.8, 1.7, 12.5, -13.7, 6.9, 21.6, 11.9
N#Cc1c(-c2ccccc2)nc2n(c1=O)CCS2
  3.2, 8.5, -6.3, 2.1, 1.6, -12.7, 8.4, 1.8
CN(C)CCNC(=O)C(=O)NCC1OCCN1S(=O)(=O)c1ccc2c(c1)OCCO2 (stereo unspecified)
  16.4, 11.3, -2.7, 3.1, 30.7, -3.6, 3.0, -8.0
CC(=O)c1c(C)[nH]c(C(=O)CN(C)CC(=O)Nc2ccccc2Cl)c1C
  2.8, 9.3, 4.3, 7.2, 7.6, -9.5, -1.0, -15.9
Cc1sc2c(=O)n3c(nc2c1C(=O)NCCCN1CCOCC1)CCCCC3
  -9.3, 7.0, -10.2, 0.8, 4.6, 6.2, -18.1, -8.3
N#C/C(=C\c1ccc(-c2cccc([N+](=O)[O-])c2)o1)C(=O)Nc1nc(-c2cccs2)cs1
  10.1, 4.6, 4.1, 11.4, -38.1, 30.5, 83.6*, 30.2
COc1ccc(-c2ccc(C)cc2)cc1[C@H]1[C@@H]2C=CCC[C@@]2(C)C(=O)N1Cc1ccccc1
  -11.1, 33.1, 23.6, -3.8, -5.6, 20.8, 13.1, 12.7
O=S(=O)(c1cccc(C(F)(F)F)c1)N1CCN(c2ccccc2)CC1
  -23.4, -0.6, -2.3, 11.7, 2.3, -6.0, 4.7, 31.9
Cc1c(C)n2c(SCC(=O)NCc3ccc4c(c3)OCO4)nnc2[nH]c1=O
  -0.8, 5.5, 6.2, -7.3, -7.1, -8.1, 4.8, -4.0
Cc1onc(-c2ccccc2)c1C(=O)OCc1nnc(-c2ccc([N+](=O)[O-])cc2)o1
  1.8, 14.0, -3.2, -3.2, -6.1, -29.0, 3.3, -9.0

Structural class, those above containing a Cl atom
Values run as follows: Gli-Sufu antag, 697 NFkB inh, EBI2 block, Jurkat NFkB inh, UBC13 polyUb, APJ antagonist, CCR6 antag, CXCR6 inh
Cc1cc(Cl)ccc1OCC(=O)OCC(=O)N(CC(C)C)c1c(N)n(Cc2ccccc2)c(=O)[nH]c1=O
  -5.4, 13.8, 1.7, 12.5, -13.7, 6.9, 21.6, 11.9
CC(=O)c1c(C)[nH]c(C(=O)CN(C)CC(=O)Nc2ccccc2Cl)c1C
  2.8, 9.3, 4.3, 7.2, 7.6, -9.5, -1.0, -15.9

UBC13 polyUb, hit marks shown above.
Molecule	697 NFkB inh	EBI2 block	Jurkat NFkB inh	UBC13 polyUb	APJ antagonist	CCR6 antag	CXCR6 inh
CC(C)(C)NCc1cc(Br)ccc1OCc1cccs1	-8.6	2.5	14.7	66.0*	3.3	0.8	-2.7

Other compounds follow:
Values run as follows: Gli-Sufu antag, 697 NFkB inh, EBI2 block, Jurkat NFkB inh, UBC13 polyUb, APJ antagonist, CCR6 antag, CXCR6 inh
Cn1cc(S(=O)(=O)N2CCCC2)cc1C(=O)Nc1cccc(C(F)(F)F)c1
  -6.4, -1.6, 15.8, -15.7, -11.8, -5.6, 5.7, 0.3
Cc1ccc(C)n1-c1ccc(C(=O)Nc2ccccc2)cc1
  -46.5, -23.4, 5.7, -4.7, -4.9, 4.7, -4.6, 2.8
Cc1nc2nc(C)c(CCC(=O)N3CCN(c4ccccn4)CC3)c(C)n2n1
  -0.3, 1.8, -0.6, 6.2, -7.7, -19.6, 16.1, -0.7
COc1ccccc1N1C(=O)C2CCC(c3ccccc3)CC2C1=O (stereo unspecified)
  1.2, -35.0, 1.4, -0.8, 11.5, -7.6, 8.3, 2.2
COc1cc(NC(=O)Nc2cccc([N+](=O)[O-])c2)cc(OC)c1
  -2.7, 24.9, 0.7, -1.4, 22.0, 20.0, 12.3, 1.2
N#Cc1nc(-c2ccco2)oc1N1CCCC1
  9.2, 3.2, -3.6, 8.7, -3.1, -4.6, -8.8, -4.0
NS(=O)(=O)c1ccc(NC(=O)CN2C(=O)c3ccccc3C2=O)cc1
  2.5, -16.8, -5.2, -5.9, -3.1, -9.2, 10.5, -0.2
CCC(=O)N1CCN(c2ccc(NC(=O)c3ccco3)cc2Cl)CC1
  -20.5, -1.6, 5.9, -13.2, -6.8, 1.4, -4.0, -5.2
COc1ccc(N2CC(C(=O)Nc3ccc(S(=O)(=O)Nc4nccs4)cc3)CC2=O)cc1 (stereo unspecified)
  2.8, -11.1, 2.8, 15.6, -2.8, -17.6, 12.2, 6.6
Cc1[nH][nH]c(=O)c1C(c1ccc(-c2cccc(Cl)c2)o1)c1c(C)[nH][nH]c1=O
  2.1, 23.7, 10.3, -11.4, -15.1, -2.2, 18.9, 5.8
C/C(Cl)=C\Cn1c(NCCc2ccccc2)nc2c1c(=O)n(C)c(=O)n2C
  82.1*, -13.1, 28.8, 32.4, 6.5, 1.7, 18.0, -12.2
CCn1cc([N+](=O)[O-])c(C(=O)Nc2ccn(Cc3ccccc3F)n2)n1
  1.6, 5.3, -2.1, 14.0, -9.0, -11.1, -3.4, -6.9
CC(C)(O)CCc1c(-c2ccc(O)cc2O)oc2c3c(cc(O)c2c1=O)OC(C)(C)C=C3
  11.6, -13.8, 2.5, -5.3, 12.4, -63.0, 14.6, 0.9
COc1ccccc1CCC(=O)Nc1cccc(S(=O)(=O)N2CCCCCC2)c1
  7.0, 14.9, -1.0, 7.8, 4.7, 10.2, 11.5, 4.4
Cc1[nH]c2ccccc2c1C(=O)C(=O)NCc1cccs1
  2.0, -5.1, -3.6, 6.5, 5.5, -5.6, 9.3, -10.7
CN(C)C1(CNC(=O)C2CCN(S(=O)(=O)c3cccc(C(F)(F)F)c3)CC2)CCCCC1
  13.1, 9.2, -12.1, -5.2, -0.7, 6.5, 4.8, 1.4
COC(=O)[C@]1(Cc2ccccc2)N[C@H](CN(C)C(=O)Nc2ccc(C(F)(F)F)cc2)[C@@H]2C(=O)N(C)C(=O)[C@@H]21
  2.3, -7.2, -3.1, -13.3, -0.6, -5.9, -9.1, 1.4
O=C(CSc1nnc(-c2ccc3c(c2)OCO3)o1)Nc1ncc(C(F)(F)F)cc1Cl
  -2.6, 12.5, -8.7, 1.2, 2.7, 12.4, 5.2, 18.6
CN1CCC(OC(=O)Cc2ccc(Cl)cc2)CC1
  -3.2, 7.3, 6.7, -13.0, 7.0, 13.7, 4.8, -2.9
CCOC(=O)NNC(=O)C12CC3CC(CC(C3)C1)C2
  11.0, -5.6, -7.5, -5.8, -11.9, 13.1, 2.7, -2.3
COc1ccc(OC)c(S(=O)(=O)NCC2CCCO2)c1 (stereo unspecified)
  -3.2, 5.6, 6.4, 4.2, 5.5, -11.1, 12.9, 5.4
S=C(Nc1ccccc1)N1CCOCCOCCN(C(=S)Nc2ccccc2)CCOCCOCC1
  -1.4, 0.7, -3.6, 5.6, 3.6, 19.7, 6.7, 6.0
c1ccc2c3c([nH]c2c1)C(C1CCCCC1)N(Cc1ncc[nH]1)CC3 (stereo unspecified)
  14.1, 6.3, -0.7, 4.5, 7.9, 15.2, 15.2, -2.5
CC(C)(C)OC(=O)N1O[C@H]2CC1[C@@H]1[C@@H]2N=NN1CCc1ccncc1
  -2.4, 6.6, -7.9, nt, nt, nt, 9.3, 7.0
O=C(CCCc1nc2ccccc2s1)Nc1ccccc1
  -27.5, 20.8, -1.3, 14.4, -1.0, -1.9, 2.3, 5.8
CCCC(=O)Nc1nnc(-c2ccc3c(c2)OCCO3)o1
  -15.6, 0.1, -7.2, -29.6, -5.6, -20.1, 3.2, -0.7
Cc1ccc(C(=O)NCCn2ccc3ccccc32)cc1[N+](=O)[O-]
  -20.2, -3.3, -5.1, -9.9, 3.7, 0.5, 3.1, -1.8
O=C(O)CCCCCNC(=O)c1ccncc1
  -21.4, 2.4, -5.8, 3.0, 4.9, 8.6, -25.7, -10.0
COc1ccc(NC(=O)Cn2c(=O)n(-c3ccc(OC)cc3OC)c(=O)c3c(C)c(C)sc32)cc1
  7.5, 5.0, -3.5, 5.5, -6.6, -9.7, -7.4, 1.6
COC(=O)C(NC(C)=O)(Nc1cc(C)ccn1)C(F)(F)F (stereo unspecified)
  -2.0, 6.5, -6.8, 10.1, -5.2, 9.8, 1.2, 3.9
O=C(CSc1nnnn1C1CCCC1)NCc1ccccc1
  3.1, 5.3, -14.7, -2.3, 1.4, 5.2, -5.6, -0.9
Cn1c(S(=O)(=O)O)nc2ccccc21
  4.0, 27.6, -0.6, -5.2, 1.5, -5.2, 9.1, -7.4
CCOC(=O)CCC(NC(=O)CCCC(=O)NC(CCC(=O)OCC)C(=O)OCC)C(=O)OCC (stereo unspecified)
  -1.8, -29.8, -7.3, -33.2, -4.7, 7.3, -8.4, 1.7
COc1ccc(Nc2nc(N)nc(CN3CCC(C)CC3)n2)cc1
  7.4, -6.2, 1.3, -18.2, -3.2, 12.7, 2.7, -4.3
CC(C)(C)N(Cc1ccccc1)C(=O)CN1C(=O)c2ccccc2C1=O
  -12.8, -43.7, 3.5, -8.2, 0.6, -6.0, 9.5, 5.8
O=C(COc1ccccc1)Nc1ccc2[nH]c(=O)[nH]c2c1
  7.2, 19.3, 2.2, 3.7, 6.2, -7.1, 9.0, 0.5
Cc1cc(C(=O)N/N=C/C=C/c2ccc(Br)cc2)n[nH]1
  -3.4, -29.7, -5.0, 11.7, -17.9, -13.5, 2.3, -10.1
N#C/C(=C\c1ccc(-c2ccc(C(=O)O)cc2)o1)C(=O)NCC1CCCO1 (stereo unspecified)
  -6.4, 1.7, -7.4, 9.4, 5.0, 13.9, 7.4, -0.6
COCCn1c(SCc2cc(=O)n3ccsc3n2)nnc1-c1ccncc1
  6.4, -0.1, -2.7, -1.0, -17.0, 2.1, 3.0, -3.8
O=C(O)c1ccc(N2C(=O)CC(SC(=NCc3ccc4c(c3)OCO4)Nc3ccccc3)C2=O)cc1 (stereo unspecified)
  11.2, -19.7, 0.1, -20.3, -23.0, -15.2, 4.5, -2.1
CC(c1nnc(SCC(=O)Nc2cccnc2Cl)n1Cc1ccccc1)N(C)C (stereo unspecified)
  -6.9, -14.6, -7.6, -14.7, -1.3, -0.5, 12.6, 7.0

Outcome played no part in choosing rows. About 3% of those tested had a hit in this group.
